Bioassay records as filed in PubChem BioAssay.
HCV core dimer: HCV core protein dimerization inhibition | inhibition, % at 5 µM | 300,000 tested, 0.33% active | TR-FRET GST/Flag-core106 dimerization, 1536-well;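 active means inhibition above the mean of all tested compounds plus 3 SD, set per screening campaign, cut at about 45% in these data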
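Material: Tagged HCV core106 pair (GST and Flag) | Amount: GST-core106 13.5 nM, Flag-core106 17 nM | Medium: KF-containing HEPES buffer, pH 7.45, DTT, CHAPS, BSA | Reagent: Eu donor and XL665 acceptor anti-tag antibodies | Schedule: 4 h at 22.5 °C | Technique: Time-resolved FRET, ex 340 nm, em 617 and 671 nm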
TPT1 inh: blocks Candida albicans tRNA 2'-phosphotransferase. recombinant caTPT1, FP RNA substrate dephosphorylation. inhibition, % at 5 µM. 300,000 tested, 0.81% active. AID 1962;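 active means inhibition above the mean of all tested compounds plus 3 SD, set per screening campaign, cut at about 24% in these data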;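 further: plate controls were DMSO alone for no effect and ferristatin control at 100 nM for full effect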
Fh CTSL1 inh: counter-screen for PFM18AAP inhibitors: inhibitors of F. hepatica cathepsin L1; recombinant F. hepatica cathepsin L1, Z-Leu-Arg-MCA fluorescence; inhibition, % at 5.96 µM; 300,000 tested, 0.49% active; AID 1906;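 active means inhibition above the mean of all tested compounds plus 3 SD, set per screening campaign, cut at about 17% in these data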;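 further: 0% = plate median of test compound wells and 100% = 1 µM Z-Phe-Ala-diazomethylketone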
JMJD2C inh: human JMJD2C demethylase inhibition | Q9H3R0 | GST-JMJD2C(1-420) H3K9me3 demethylation, DELFIA europium | inhibition, % at 2.35 µM | 330,000 tested, 0.069% active;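 active means more than half of a compound's replicate wells show inhibition beyond 50%, single wells judged on their own value; inconclusive means some, but no more than half, of replicates pass 50% inhibition; inactive means no replicate passes 50% inhibition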;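 further: signal counts dimethyl H3K9 product captured on neutravidin plate; 0% = median of DMSO wells and 100% = 0.3 times that DMSO median; strong numbers were not always called active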
Target sequence (Q9H3R0 1-420 limits assumed): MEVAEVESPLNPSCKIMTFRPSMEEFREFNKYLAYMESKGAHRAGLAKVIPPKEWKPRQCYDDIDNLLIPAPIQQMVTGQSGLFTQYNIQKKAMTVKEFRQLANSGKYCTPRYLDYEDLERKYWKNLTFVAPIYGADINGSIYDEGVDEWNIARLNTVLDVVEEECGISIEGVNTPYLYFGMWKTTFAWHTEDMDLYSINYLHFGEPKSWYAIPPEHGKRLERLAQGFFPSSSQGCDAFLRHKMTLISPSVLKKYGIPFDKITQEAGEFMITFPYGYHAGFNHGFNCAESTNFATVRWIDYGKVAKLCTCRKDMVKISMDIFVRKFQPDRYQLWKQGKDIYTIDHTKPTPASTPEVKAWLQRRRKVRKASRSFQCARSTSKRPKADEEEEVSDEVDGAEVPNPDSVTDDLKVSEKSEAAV
procasp7 counter: activates human procaspase-7, counter-screen for procaspase-3 activators | P55210 | recombinant procaspase-7, Ac-DEVD-pNA absorbance 405 nm; D23A/D198A/D206A triple mutant, cannot self-cleave; scale: DMSO 0, 5 µM enzyme 100 | activation, % at 8.5 µM | 330,000 tested, 0.093% active;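 active means percent activation above the screen-wide mean plus 3 SD, cut at about 25% in these data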
Target sequence (P55210 whole entry D23A/D198A/D206A): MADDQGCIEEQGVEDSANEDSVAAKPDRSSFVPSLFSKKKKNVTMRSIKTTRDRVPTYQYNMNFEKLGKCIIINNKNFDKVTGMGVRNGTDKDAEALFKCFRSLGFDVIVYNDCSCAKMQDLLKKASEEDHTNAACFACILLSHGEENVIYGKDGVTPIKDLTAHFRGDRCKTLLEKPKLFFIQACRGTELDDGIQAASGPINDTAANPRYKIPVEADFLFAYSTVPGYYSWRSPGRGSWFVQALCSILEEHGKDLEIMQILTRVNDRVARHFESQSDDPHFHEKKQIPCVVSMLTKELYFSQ
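Material: Procaspase-7 triple mutant (PC-7 D3A) | Quantity: 2 µM procaspase-7 mutant as dispensed | Reagent: DEVD-pNA substrate | Times: 1 h preincubation, 2 h reaction | Technique: 405 nm absorbance of p-nitroaniline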
Efflux pump inh: blocks antifungal efflux pumps in multiplex yeast assay; 330,000 tested, 0.44% active; inhibition, % at 10 µM; S. cerevisiae Candida pump triplex, Nile Red efflux;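 active means plate passing quality check with inhibition over a set limit, or well fluorescence over plate mean plus 4 SD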;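 further: Nile Red retained in pooled yeast measured as flow cytometry median fluorescence; 0% = buffer negative control and 100% = Enniatin B positive control; higher means more Nile Red kept so more efflux inhibition; some compounds called inactive have numbers as strong as hits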
procasp3 activ: procaspase-3 (human) activation. P42574. recombinant procaspase-3 D3A, Ac-DEVD-pNA absorbance 405 nm. activation, % at 8.5 µM. 330,000 tested, 0.11% active;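 active means activation above the mean of all tested compounds plus 3 SD, cut at about 21% in these data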;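 further: 0% = DMSO alone and 100% = DMSO wells spiked with extra 5 µM PC-3 D3A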
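Test system: Procaspase-3 D3A mutant, all three cleavage aspartates alanine | Dosing: Single dose, 8.5 µM nominal compound, 0.8% DMSO | Schedule: 1 h preincubation, 2 h reaction | Technique: 405 nm absorbance of p-nitroaniline, reads at 0 and 120 min | Repeats: One well per compound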
PP5 inh: blocks human protein phosphatase 5 activity. P53041. purified PP5c, OMFP substrate fluorescence. inhibition, % at 6.7 µM. 320,000 tested, 0.18% active. AID 1987;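 active means inhibition above the campaign's mean inhibition across all tested compounds plus 3 SD, cut at about 9.5% in these data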;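 further: 0% = DMSO only and 100% = 100 µM cantharidin control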
PP1 inh: counter-screen for PP5 inhibitors: inhibitors of human PP1-alpha | 320,000 tested, 0.9% active | purified PP1alpha, OMFP fluorescence | P62136 | inhibition, % at 6.7 µM | AID 2235;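 active means inhibition above the mean inhibition of all tested compounds plus 3 SD, computed separately for each screening campaign, cut at about 15% in these data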
Target sequence (P62136 whole entry, looked up): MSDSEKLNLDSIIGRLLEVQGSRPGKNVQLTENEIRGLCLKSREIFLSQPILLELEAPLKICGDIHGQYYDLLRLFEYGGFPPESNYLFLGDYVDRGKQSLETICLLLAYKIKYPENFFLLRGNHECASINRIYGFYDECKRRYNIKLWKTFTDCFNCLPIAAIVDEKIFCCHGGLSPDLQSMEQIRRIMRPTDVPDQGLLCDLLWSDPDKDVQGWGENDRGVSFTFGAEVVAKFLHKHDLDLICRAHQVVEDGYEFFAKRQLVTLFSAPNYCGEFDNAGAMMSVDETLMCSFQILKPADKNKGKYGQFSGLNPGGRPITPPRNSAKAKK
* = called active by the depositor.

The first 2 records (preview)
Results for COc1cc(C(=O)NCCOc2cc(C)ccc2C(C)C)cc(OC)c1OC ?
HCV core dimer: -1; TPT1 inh: 0; Fh CTSL1 inh: -2; JMJD2C inh: 13; procasp7 counter: 10; Efflux pump inh: 0.1; procasp3 activ: 1; PP5 inh: 2.6; PP1 inh: 0

How did Cc1cccc(NC(=O)CSc2nnc(NC(=O)C3CCC3)s2)c1 do in these assays?
HCV core dimer: -7; TPT1 inh: -2; Fh CTSL1 inh: -3; JMJD2C inh: 7; procasp7 counter: -12; Efflux pump inh: 0.3; procasp3 activ: 5; PP5 inh: 3.1; PP1 inh: 0

Main list, from the start:
Results for COc1cc(C(=O)NCCOc2cc(C)ccc2C(C)C)cc(OC)c1OC ?
HCV core dimer: -1; TPT1 inh: 0; Fh CTSL1 inh: -2; JMJD2C inh: 13; procasp7 counter: 10; Efflux pump inh: 0.1; procasp3 activ: 1; PP5 inh: 2.6; PP1 inh: 0

How did Cc1cccc(NC(=O)CSc2nnc(NC(=O)C3CCC3)s2)c1 do in these assays?
HCV core dimer: -7; TPT1 inh: -2; Fh CTSL1 inh: -3; JMJD2C inh: 7; procasp7 counter: -12; Efflux pump inh: 0.3; procasp3 activ: 5; PP5 inh: 3.1; PP1 inh: 0

Results for CSc1nnc(N2C(=O)C(O)=C(C(=O)c3ccco3)C2c2ccc(F)cc2)s1 (stereo not given) ?
HCV core dimer: 9; TPT1 inh: -4; Fh CTSL1 inh: 10; JMJD2C inh: inconclusive; procasp7 counter: -11; Efflux pump inh: -0.1; procasp3 activ: -7; PP5 inh: -1.7; PP1 inh: 1

What do the screens show for `O=C(O)CCc1nn2c3ccccc3n(Cc3ccccc3F)c2nc1=O`?
HCV core dimer: -1; TPT1 inh: -9; Fh CTSL1 inh: 4; JMJD2C inh: -10; procasp7 counter: 1; Efflux pump inh: -0.1; procasp3 activ: -1; PP5 inh: -1.4; PP1 inh: 1

How did O=C(O)c1cc(NC(=O)c2ccc([N+](=O)[O-])cc2)cc(NC(=O)c2ccc([N+](=O)[O-])cc2)c1 do in these assays?
HCV core dimer: -4; TPT1 inh: 1; Fh CTSL1 inh: 2; JMJD2C inh: 4; procasp7 counter: 2; Efflux pump inh: 0.2; procasp3 activ: 6; PP5 inh: 0.6; PP1 inh: 2

How did O=C(CCN1CCN(c2ccccc2F)CC1)c1ccc(Br)cc1 do in these assays?
HCV core dimer: 6; TPT1 inh: 2; Fh CTSL1 inh: 5; JMJD2C inh: -3; procasp7 counter: 7; Efflux pump inh: 0.0; procasp3 activ: -6; PP5 inh: 2.8; PP1 inh: 1

What do the screens show for `COCCCNC(=O)c1ccccc1C(F)(F)F`?
HCV core dimer: -1; TPT1 inh: -2; Fh CTSL1 inh: -3; JMJD2C inh: 5; procasp7 counter: 2; Efflux pump inh: -0.2; procasp3 activ: 3; PP5 inh: 1.4; PP1 inh: 0

What do the screens show for `COc1ccc(-c2oc3ccc(N4CCOCC4)cc3c2C#Cc2ccc(N)cc2)cc1`?
HCV core dimer: 13; TPT1 inh: 3; Fh CTSL1 inh: 1; JMJD2C inh: -4; procasp7 counter: -19; Efflux pump inh: -0.1; procasp3 activ: 1; PP5 inh: 0.6; PP1 inh: 1

How did Cc1ccsc1/C=N\NC(=O)c1ccc2c(c1)OCO2 do in these assays?
HCV core dimer: -1; TPT1 inh: -2; Fh CTSL1 inh: 5; JMJD2C inh: 8; procasp7 counter: -5; Efflux pump inh: -0.1; procasp3 activ: -7; PP5 inh: -1.3; PP1 inh: 0

Results for O=C(CS(=O)(=O)c1ccc(F)cc1)N1CCN(c2ccccc2)CC1 ?
HCV core dimer: 2; TPT1 inh: -1; Fh CTSL1 inh: -5; JMJD2C inh: -1; procasp7 counter: -1; Efflux pump inh: -0.1; procasp3 activ: -4; PP5 inh: 0.3; PP1 inh: -2

Results for CCc1nnc(NC(=O)CCC(=O)N2CCN(CCOc3ccc(C)cc3)CC2)s1 ?
HCV core dimer: 5; TPT1 inh: -2; Fh CTSL1 inh: 2; JMJD2C inh: 5; procasp7 counter: -6; Efflux pump inh: 0.2; procasp3 activ: 1; PP5 inh: 1.9; PP1 inh: -2

Results for O=C(Nc1ccccc1N1CCOCC1)c1cccc(NS(=O)(=O)c2ccc(F)c(F)c2)c1 ?
HCV core dimer: 4; TPT1 inh: -7; Fh CTSL1 inh: 0; JMJD2C inh: 15; procasp7 counter: 7; Efflux pump inh: 0.4; procasp3 activ: -5; PP5 inh: -1.8; PP1 inh: -2

Results for Cc1csc2c(=O)sc(NC(=O)c3ccco3)nc12 ?
HCV core dimer: 2; TPT1 inh: -2; Fh CTSL1 inh: 2; JMJD2C inh: -3; procasp7 counter: -4; Efflux pump inh: 0.1; procasp3 activ: -6; PP5 inh: 1.6; PP1 inh: 0

How did N#Cc1cccc(S(=O)(=O)NNC(=O)C23CC4CC(CC(C4)C2)C3)c1 do in these assays?
JMJD2C inh: -7; procasp7 counter: 2; Efflux pump inh: 0.0; procasp3 activ: 9

Results for Cc1cc(-c2nnc(CCC(=O)NCC(C)c3ccccc3)o2)no1 (stereo not given) ?
HCV core dimer: 7; TPT1 inh: 0; Fh CTSL1 inh: 3; JMJD2C inh: -8; procasp7 counter: 9; Efflux pump inh: 0.0; procasp3 activ: -4; PP5 inh: 3.8; PP1 inh: -5

What do the screens show for `O=C1CCCC/C1=C\Nc1ccc(C(=O)O)c(O)c1`?
HCV core dimer: 1; TPT1 inh: -3; Fh CTSL1 inh: 1; JMJD2C inh: -7; procasp7 counter: -2; Efflux pump inh: -0.1; procasp3 activ: 1; PP5 inh: -1.6; PP1 inh: -3

What do the screens show for `COc1ccccc1S(=O)(=O)Cc1ccc(C(=O)NC2CCCCC2)o1`?
HCV core dimer: 1; TPT1 inh: 0; Fh CTSL1 inh: -2; JMJD2C inh: -7; procasp7 counter: 6; Efflux pump inh: 0.0; procasp3 activ: -1; PP5 inh: -0.4; PP1 inh: 1

How did COc1cc(C2C(C#N)=C(C)NC3=C2C(=O)CC(C)(C)C3)cc(OC)c1O (stereo not given) do in these assays?
HCV core dimer: 2; TPT1 inh: 4; Fh CTSL1 inh: -3; JMJD2C inh: -1; procasp7 counter: 9; Efflux pump inh: 0.1; procasp3 activ: 1; PP5 inh: 1.4; PP1 inh: 0

What do the screens show for `CC(C)(CC(=O)O)CC(=O)Nc1ccc2c(c1)ncn2CCc1ccccc1`?
HCV core dimer: 6; TPT1 inh: -1; Fh CTSL1 inh: -1; JMJD2C inh: 5; procasp7 counter: 7; Efflux pump inh: -0.1; procasp3 activ: 0; PP5 inh: 0.6; PP1 inh: -1

How did COc1ccccc1CNC(=O)COC(=O)c1cnccn1 do in these assays?
HCV core dimer: -1; TPT1 inh: 1; Fh CTSL1 inh: -22; JMJD2C inh: 1; procasp7 counter: 4; Efflux pump inh: -0.3; procasp3 activ: 3; PP5 inh: 1.4; PP1 inh: 3

What do the screens show for `Cc1ccc(Oc2ccc(Cl)cc2NC(=O)c2cnccn2)cc1`?
HCV core dimer: -2; TPT1 inh: -1; Fh CTSL1 inh: -2; JMJD2C inh: -4; procasp7 counter: -1; Efflux pump inh: -0.1; procasp3 activ: -5; PP5 inh: 0.7; PP1 inh: 0

Results for C=CCn1nc([N+](=O)[O-])nc1Sc1cccc2cccnc12 ?
HCV core dimer: 7; TPT1 inh: 3; Fh CTSL1 inh: 4; JMJD2C inh: 3; procasp7 counter: -3; Efflux pump inh: 0.4; procasp3 activ: -6; PP5 inh: 0.8; PP1 inh: -1

How did CCCn1c(SCC(=O)Nc2ccc(OCC)cc2)nnc1C(C)C do in these assays?
HCV core dimer: -4; TPT1 inh: -1; Fh CTSL1 inh: -1; JMJD2C inh: 8; procasp7 counter: 4; Efflux pump inh: 0.1; procasp3 activ: -3; PP5 inh: 4.7; PP1 inh: -4

How did C=CCNc1nc(NC(C)(C)CO)nc(OC)n1 do in these assays?
HCV core dimer: 2; TPT1 inh: -2; Fh CTSL1 inh: -1; JMJD2C inh: 6; procasp7 counter: 1; Efflux pump inh: -0.1; procasp3 activ: 7; PP5 inh: -2.3; PP1 inh: -2

How did CC(=O)Nc1ccc(NCC(=O)c2ccccc2)cc1 do in these assays?
HCV core dimer: -10; TPT1 inh: -6; Fh CTSL1 inh: -5; JMJD2C inh: 3; procasp7 counter: 6; Efflux pump inh: -0.1; procasp3 activ: 5; PP5 inh: 1.1; PP1 inh: -2

What do the screens show for `COc1cc(OC)cc(C(=O)Nc2cccc3c2CCCC3)c1`?
HCV core dimer: -2; TPT1 inh: 1; Fh CTSL1 inh: -4; JMJD2C inh: 2; procasp7 counter: -4; Efflux pump inh: 0.8; procasp3 activ: -2; PP5 inh: -3.8; PP1 inh: 5

What do the screens show for `COc1ccc(CC(=O)Nc2ccc(S(=O)(=O)Nc3cc(C)on3)cc2)cc1`?
HCV core dimer: -3; TPT1 inh: -3; Fh CTSL1 inh: -1; JMJD2C inh: -1; procasp7 counter: 7; Efflux pump inh: -0.1; procasp3 activ: 0; PP5 inh: 1.2; PP1 inh: -2

How did COc1ccc(CNC(=O)c2cccnc2SC)cc1OC do in these assays?
HCV core dimer: 11; TPT1 inh: 1; Fh CTSL1 inh: 2; JMJD2C inh: -10; procasp7 counter: 1; Efflux pump inh: -0.1; procasp3 activ: 6; PP5 inh: 1.8; PP1 inh: -2

Results for CCOc1ncccc1C(=O)NCC1COc2ccccc2O1 (stereo not given) ?
HCV core dimer: 1; TPT1 inh: -1; Fh CTSL1 inh: -7; procasp7 counter: -3; Efflux pump inh: 0.6; procasp3 activ: 1; PP5 inh: 2.4; PP1 inh: -2

How did CSc1sc(C(=O)N2CCCCC2)c(-c2cccs2)c1C#N do in these assays?
HCV core dimer: 6; TPT1 inh: 1; Fh CTSL1 inh: 1; JMJD2C inh: -12; procasp7 counter: 6; Efflux pump inh: 0.1; procasp3 activ: 8; PP5 inh: 1.9; PP1 inh: 1

What do the screens show for `Cc1ccc(NS(=O)(=O)c2ccc(Cl)c(C(=O)O)c2)cc1S(=O)(=O)N1CCOCC1`?
HCV core dimer: 1; TPT1 inh: 0; Fh CTSL1 inh: -2; JMJD2C inh: -6; procasp7 counter: 8; Efflux pump inh: 0.3; procasp3 activ: -3; PP5 inh: 3.1; PP1 inh: 3

How did C/C(CC(=O)Nc1ccccc1[N+](=O)[O-])=N\NC(=O)COc1ccccc1C do in these assays?
HCV core dimer: 3; TPT1 inh: 3; Fh CTSL1 inh: -10; JMJD2C inh: 2; procasp7 counter: -6; Efflux pump inh: -0.1; procasp3 activ: -9; PP5 inh: 1.2; PP1 inh: -3
